EBI2 antag: EBI2 receptor antagonists, beta-arrestin recruitment, primary screen, cell-based, luminescence, 7a,25-OHC stimulation, uHTS | AID 651636, 2012 | 7a,25-OHC stimulated | G-protein coupled receptor 183 (Homo sapiens), P32249 | hit rate 0.81% among 360,000 | inhibition, % at 5 µM; in the data active = inhibition above about 38%;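 also: enzyme fragment complementation signal reports receptor beta-arrestin coupling in cells; 0% = agonist plus DMSO wells and 100% = wells without agonist; some results beyond the cut were filed as inactive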
Target sequence (P32249 whole entry, looked up, the tested form may be a part): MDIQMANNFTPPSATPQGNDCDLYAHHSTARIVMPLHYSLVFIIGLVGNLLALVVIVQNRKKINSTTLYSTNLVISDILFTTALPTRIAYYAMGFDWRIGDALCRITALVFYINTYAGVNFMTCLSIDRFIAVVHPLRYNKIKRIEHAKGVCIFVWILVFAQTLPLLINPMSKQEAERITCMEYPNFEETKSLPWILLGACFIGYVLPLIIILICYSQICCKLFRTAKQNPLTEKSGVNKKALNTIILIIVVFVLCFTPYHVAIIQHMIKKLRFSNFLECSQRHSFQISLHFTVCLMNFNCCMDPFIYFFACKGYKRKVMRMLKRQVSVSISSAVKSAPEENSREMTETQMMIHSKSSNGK
CXCR6 inh: CXCR6 receptor inhibitors, primary screen, cell-based, beta-arrestin, luminescence, CHO-K1 PathHunter, 1536-well | C-X-C chemokine receptor type 6 (Homo sapiens), O00574 | inhibition, % at 20 µM | hit rate 0.36% among 360,000 | AID 602244, 2012; in the data active = inhibition above about 34%, passing the limit was not always enough;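 also: antagonist mode with CXCL16 agonist at 10 nM final; 0% = 10 nM CXCL16 with DMSO and 100% = unstimulated wells without agonist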
Target sequence (O00574 whole entry, looked up): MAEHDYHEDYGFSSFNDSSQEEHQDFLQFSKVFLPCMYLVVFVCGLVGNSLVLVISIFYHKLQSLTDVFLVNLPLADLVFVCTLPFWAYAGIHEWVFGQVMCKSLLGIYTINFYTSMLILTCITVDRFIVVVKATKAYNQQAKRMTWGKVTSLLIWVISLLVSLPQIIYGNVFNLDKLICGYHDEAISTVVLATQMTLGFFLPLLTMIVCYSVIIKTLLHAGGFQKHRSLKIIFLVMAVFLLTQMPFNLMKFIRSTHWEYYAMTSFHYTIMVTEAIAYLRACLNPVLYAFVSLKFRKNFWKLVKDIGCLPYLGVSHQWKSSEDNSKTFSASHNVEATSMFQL
The depositor's hits bear a star. Only part of the results is shown; the hit share may differ from the screen's.

molecule | EBI2 antag | CXCR6 inh
COc1ccc(C#Cc2ccc3c(c2)O[C@H](CN(C)C(C)=O)[C@H](C)CN([C@@H](C)CO)S3(=O)=O)cc1 | 8 | 2
CC1(C(=O)Nc2ccc3c(c2)OCO3)CCN1C(=O)C1(c2ccc(Cl)cc2)CC1 (stereo not given) | -1 | 14
O=S1(=O)C[C@H](N2CCCC2)[C@@H](COCc2ccccc2)N1 | -17 | -1
CC(=O)C1=CCC(c2ccccc2)N(S(=O)(=O)c2ccc(Cl)cc2)C1 (stereo not given) | 1 | -3
CC1(C(=O)Nc2cccc(OC(F)(F)F)c2)Cc2c(-c3cccc(C(N)=O)c3)ccnc2O1 (stereo not given) | 4 | -1
CCOC(=O)[C@]12CCC=C1N(Cc1ccc3c(c1)OCO3)C(=O)[C@H](CC(=O)NCCCCc1ccccc1)C2 | 19 | 3
COC(=O)c1ccc2nc(-c3ccc(OC)c(OC)c3)c(CC3CCCCC3)n2c1 | 9 | 5
COCCNc1nc(NCCOC)c2sc(-c3ccccc3)cc2n1 | 12 | 3
CCCN(C)C1CN(Cc2cn(Cc3ccc(C(F)(F)F)cc3)nn2)S(=O)(=O)C1 (stereo not given) | -2 | -8
O=C(NCc1ccc(F)cc1)c1cc(C2CCCN(C(=O)c3ccc4ccccc4c3)C2)on1 (stereo not given) | 28 | -2
COc1ccc(Cn2cc(CN3CC(N4CCN(C)CC4)CS3(=O)=O)nn2)cc1 (stereo not given) | -8 | 6
CC(=O)Oc1ccc(OC(C)=O)c2c1CC1(C)OC1(C)C2 (stereo not given) | -18 | -6

Following part
molecule | EBI2 antag | CXCR6 inh
CC(C)COC(=O)N(C)C[C@@H]1OCc2cnnn2CCCC(=O)N([C@H](C)CO)C[C@@H]1C | -7 | 4
Cc1ccc(OCCC(=O)OCC(=O)NCCNC(=O)COC(=O)CCOc2ccc(C)cc2)cc1 | -5 | -9
CCOC(=O)[C@]12CCC=C1N(Cc1cccc3ccccc13)C(=O)[C@H](CC(=O)N1CCC(c3ccccc3)CC1)C2 | 14 | 5
Cn1c(=O)c2c(-c3ccccc3)n(-c3cccc(Br)c3)cc2n(C)c1=O | 10 | -4
CC1(C(=O)NCC2CC2)Cc2c(-c3cccc(C(F)(F)F)c3)ccnc2O1 (stereo not given) | 8 | -2
COc1cc(OC)cc(-c2c(Sc3ccccc3)c3cc(-c4ccc(OC)c(OC)c4)ccc3n2C)c1 | 7 | 0
COc1ccc(-n2c(COc3ccc(Cl)cc3Cl)n[nH]c2=S)cc1 | -8 | 8
Cc1ccc(C(O)c2ncc(-c3ccc(Cl)cc3)[nH]2)cc1F (stereo not given) | 4 | -6
CC(=O)Nc1cccc(-c2csc(C(C)(O)c3ccc(F)c(F)c3)n2)c1 (stereo not given) | -9 | 4
COc1ccc(C#Cc2cccc(-c3nc(C(=O)N4CCN(C)CC4)cc4c3[C@H](CCO)N(S(=O)C(C)(C)C)C4)c2)cc1OC (stereo not given in full) | -5 | 4
COc1ccc(C(O)c2nc(-c3ccc(F)c(Cl)c3)cs2)cc1 (stereo not given) | 10 | -4
Cc1cc(Br)c2nc(-c3ccccc3)c(Cc3cccc(Cl)c3)n2c1 | 2 | 7

New compounds follow.
molecule | EBI2 antag | CXCR6 inh
COc1cc(OC)c(C(=O)c2ccccc2[N+](=O)[O-])c(OC)c1 | 2 | 3
Cc1ccc(-c2cc3nc(NCCc4ccncc4)n(C)c(=O)c3s2)cc1 | 1 | 4
O=C1c2cccc(-c3ccc(C(F)(F)F)cc3)c2C2CCCCN12 (stereo not given) | 1 | -6
CCOC(=O)C1CCCN(C(=O)c2cc(-c3cccs3)oc2C)CC1 (stereo not given) | 42 | 11
COCOCCn1cc(CN2CCS(=O)(=O)N(Cc3ccc(-c4cccc(N(C)C)c4)cc3)C(C(C)C)C2=O)nn1 (stereo not given) | 4 | 1
COC(=O)C(CCC(=O)CN1C(=O)c2ccccc2C1=O)N1C(=O)c2ccccc2C1=O (stereo not given) | -5 | -3
C[C@@H]1CN([C@@H](C)CO)C(=O)CCCn2nncc2CO[C@H]1CN(C)S(C)(=O)=O | -8 | -1
COc1ccc(NC(=O)C2c3ccccc3OCC(=O)N2C2CC2)cc1 (stereo not given) | -9 | -4
O=CNc1cc(-c2ccc(C(=O)N3CCOCC3)cc2)cn2c(-c3ccc(F)cc3)cnc12 | 4 | 11
CC(C)=CCC[C@H](C)CC1Cc2[nH]c(=S)[nH]c(=O)c2C(c2ccc(F)cc2)O1 (stereo not given in full) | -2 | 5
COc1ccc(NC(=O)Nc2nc(C(N)C3CCCCC3)cs2)cc1 (stereo not given) | 9 | -6
COc1cccc(NC(=O)C2(C)CCCN2C(=O)C(C)C)c1OC (stereo not given) | -5 | 1

3 compounds out of the list above, arranged by the value under CXCR6 inh, ascending.
molecule | EBI2 antag | CXCR6 inh
COc1ccc(NC(=O)C2c3ccccc3OCC(=O)N2C2CC2)cc1 (stereo not given) | -9 | -4
COC(=O)C(CCC(=O)CN1C(=O)c2ccccc2C1=O)N1C(=O)c2ccccc2C1=O (stereo not given) | -5 | -3
O=CNc1cc(-c2ccc(C(=O)N3CCOCC3)cc2)cn2c(-c3ccc(F)cc3)cnc12 | 4 | 11

7 compounds picked at random from the list so far, as already listed:
molecule | EBI2 antag | CXCR6 inh
CC1(C(=O)Nc2ccc3c(c2)OCO3)CCN1C(=O)C1(c2ccc(Cl)cc2)CC1 (stereo not given) | -1 | 14
Cc1ccc(-c2cc3nc(NCCc4ccncc4)n(C)c(=O)c3s2)cc1 | 1 | 4
COc1ccc(NC(=O)Nc2nc(C(N)C3CCCCC3)cs2)cc1 (stereo not given) | 9 | -6
O=C(NCc1ccc(F)cc1)c1cc(C2CCCN(C(=O)c3ccc4ccccc4c3)C2)on1 (stereo not given) | 28 | -2
COCOCCn1cc(CN2CCS(=O)(=O)N(Cc3ccc(-c4cccc(N(C)C)c4)cc3)C(C(C)C)C2=O)nn1 (stereo not given) | 4 | 1
CC(=O)Oc1ccc(OC(C)=O)c2c1CC1(C)OC1(C)C2 (stereo not given) | -18 | -6
COC(=O)C(CCC(=O)CN1C(=O)c2ccccc2C1=O)N1C(=O)c2ccccc2C1=O (stereo not given) | -5 | -3

More structures
molecule | EBI2 antag | CXCR6 inh
COC(=O)[C@H]1C[C@@]2(O)CN(S(=O)(=O)c3ccc(C)cc3)C[C@@]2(OC(=O)NCc2ccccc2F)C[C@H]1C(=O)OC | -1 | -3
O=C(c1[nH]c(C(F)(F)F)nc1-c1ccccc1)N1CCN(c2ccc(C(F)(F)F)cn2)CC1 | -6 | -8
CC(=O)c1ccc(Nc2nc(C(N)Cc3ccc(C(F)(F)F)cc3)cs2)cc1 (stereo not given) | -6 | -13
CC(=O)Nc1ccccc1OCCCN1CCC(C(O)(c2ccccc2)c2ccccc2)CC1 | -15 | 3
COc1ccc(-c2nc3c(Cl)cc(C(F)(F)F)cn3c2Cc2ccsc2)cc1OC | 10 | -1
CC(C)NC(=O)N(C)C[C@@H]1Oc2ncc(-c3cccc(C#N)c3)cc2C(=O)N([C@H](C)CO)C[C@@H]1C | -2 | -1
CNc1cncc(-c2cccc(C(=O)N(C)C)c2)n1 | -1 | -2
C[C@@H]1COc2cccc(N(C)CCO)c2S(=O)(=O)N1 | -1 | -4
NC(CCc1ccccc1)c1csc(Nc2cnccn2)n1 (stereo not given) | 2 | -10
Cc1ccc(F)c(S(=O)(=O)NC(=O)C2(C)CCN2C(=O)Cc2cccc3ccccc23)c1 (stereo not given) | -11 | -4
CC1(C(=O)NCC2CC2)Cc2c(-c3ccccc3)ccnc2O1 (stereo not given) | 2 | 2
OC(c1cccc(Cl)c1)c1nc(-c2cnc3ccccc3c2)cs1 (stereo not given) | 5 | 0

(continued)
molecule | EBI2 antag | CXCR6 inh
CC(=O)c1cccc(-c2ccc3c(c2)C(C)(Cc2ccc(S(C)(=O)=O)cc2)C(=O)N3)c1 (stereo not given) | 6 | 2
N#CCN(C(=O)CSc1nnc(C2CC2)n1C1CC1)c1ccccc1 | -9 | -16
COc1cccc(CNC(=O)[C@@H]2CCCN2C(=O)[C@H]2CCCCN2C(=O)OC(C)(C)C)c1 | -7 | -2
CC1=C(C(=O)N2CCOCC2)CC(CC(=O)NCCCN(C)C)C(=O)N1Cc1ccc(F)cc1 (stereo not given) | -4 | -3
CC1NS(=O)(=O)c2cc([N+](=O)[O-])ccc21 (stereo not given) | -9 | -7
Cc1c(C(=O)N2CCC(C)(C(=O)NS(=O)(=O)C3CC3)C2)oc2ccccc12 (stereo not given) | 7 | -2
CC(C)(C)C1CCN2CCC[C@](c3ccccc3)(C1)[C@@]21CO1 (stereo not given in full) | 9 | 1
CCOC(=O)[C@]12CCC=C1N(Cc1ccc(Cl)cc1Cl)C(=O)[C@H](CC(=O)NCc1ccc(C)o1)C2 | -1 | 9
CCOC(=O)Cc1ccc(Nc2nc(NCCOC)nc3ccsc23)cc1 | -6 | -8
Cc1cccc(-n2cnc3cc(C(=O)NCCN4CCOCC4)ccc32)c1 | -18 | 8
CCCCN1C(=O)C(CC(=O)NCC2CCCCC2)CC(C(=O)N(C(C)C)C(C)C)=C1C (stereo not given) | 2 | 4
COc1ccccc1N1CCN(C(=O)c2[nH]c(C(F)(F)F)nc2-c2ccccc2)CC1 | -9 | -4

The list continues:
molecule | EBI2 antag | CXCR6 inh
O=C(Nc1nnc([C@@H]2C[C@H](O)[C@@H](CO)O2)s1)NC(c1ccccc1)c1ccccc1 | 5 | 3
COc1cccc(-c2cnc(C(O)c3ccc(-c4ccccc4)cc3)[nH]2)c1 (stereo not given) | 9 | 5
CC(=O)OCCN1c2ccccc2Sc2cnccc21 | -1 | 5
C=Cc1ccc(Cn2c(C)c(C(=O)NCc3ccc(C#N)cc3)sc2=O)cc1 | 9 | -10
Cn1nc(C(C)(C)C)cc1C(=O)N1CCCCC1c1cc(C(=O)NCc2ccccc2)no1 (stereo not given) | 5 | -9
CCC(C)[C@H]1CNC(=O)C(=O)N1CC1CCCCC1 (stereo not given in full) | -1 | 4
CSc1ccc(C(O)c2ncc(-c3cccc(F)c3)[nH]2)cc1 (stereo not given) | -7 | 3
Cc1ccc(S(=O)(=O)N2[C@H](c3ccccc3)CC(=O)[C@@H]3CN(S(=O)(=O)c4ccccc4)[C@H](c4ccccc4)C[C@@H]32)cc1 | -1 | -3
Cc1cccc(C)c1-n1nnnc1C(c1cccs1)N1CCN(C/C=C/c2ccccc2)CC1 (stereo not given) | 32 | 22
CCOC(=O)C1=C[C@@H](C(C)(C)C)N(S(=O)(=O)c2ccc(C)cc2)[C@H]1c1ccc(C#N)cc1 | 42* | 6
O=c1cc(CN2CCCCCCC2)c2c(ccc3ccccc32)o1 | 32 | 2
Cn1cnc(S(=O)(=O)N2CCCCC2c2cc(C(=O)Nc3ccccc3Cl)no2)c1 (stereo not given) | -5 | 6

(next part)
molecule | EBI2 antag | CXCR6 inh
CCCCN(C=O)c1c(CC)nc2c(OCc3cccc(Cl)c3)cccn12 | 12 | 5
N#Cc1ccc(-c2nc3c4ccccc4ccn3c2Cc2ccsc2)cc1 | 26 | 8
CC(C)CC1C(=O)N(Cc2cn(CCC3OCCO3)nn2)CCS(=O)(=O)N1Cc1ccc(-c2ccccc2)cc1 (stereo not given) | 21 | 2
CCc1nc2ccc(C(=O)NCCOc3ccc(OC)cc3)cn2c1N(CC)CCOC | 45* | -3
COc1cccc(CNc2nc3cc(-c4ccc(F)cc4)sc3c(=O)n2C)c1 | 7 | 1
CC(=O)Nc1cccc(-c2ccnc3c2CC(C)(C(=O)NCc2ccncc2)O3)c1 (stereo not given) | -4 | -10
CCC12CC1(C(=O)OC)C(=O)N1CCc3c([nH]c4ccccc34)C12 (stereo not given) | -7 | 2
CC(C)CNC(=O)C1(C)CCCCCN1C(=O)c1cccnc1 (stereo not given) | -3 | -5
c1ccc(-c2cc3nc(NCc4cccs4)ccn3n2)cc1 | 18 | -10
O=C(Nc1cc(C(F)(F)F)ccc1N1CCCC1)C1CC(=O)N(Cc2ccccc2)C1 (stereo not given) | 9 | 7
Cc1ccccc1-c1cnc(C(O)c2ccc(Cl)cc2C)[nH]1 (stereo not given) | -1 | -3
COc1cc(CNc2ncnc3c2ncn3[C@H]2CN(Cc3cccs3)C[C@@H](CO)O2)cc(OC)c1OC | -1 | 0

Later entries:
molecule | EBI2 antag | CXCR6 inh
O=C(NCc1ccccn1)[C@@H]1CCCN1C(=O)[C@@H]1CCCN1C(=O)c1ccc(Cl)cc1 | -5 | -4
CCN(CC(=O)Nc1ccc2c(c1)OCCO2)C(=O)/C=C/c1cc(Br)ccc1OC | 4 | 6
O=C(Nc1ccc2c(c1)CCO2)Nc1nnc([C@H]2C[C@H](O)[C@@H](CO)O2)s1 | -9 | 1
CCN(c1ccccc1)S(=O)(=O)c1ccc(C(=O)NC2CCCCC2)cc1 | -1 | -1
COc1ccc(CN2C(=O)C(CC(=O)NCCCN(C)C)CC(C(=O)N(C)C)=C2C)cc1 (stereo not given) | -2 | -15
COc1ccccc1Cc1c(-c2ccc(C#N)cc2)nc2c3ccccc3ccn12 | 43* | 2
CCOC(=O)C1(C)CCCCN1C(=O)c1cccs1 (stereo not given) | -12 | 3
CCc1nc2ccc(C(=O)N(C)CCCN(C)C)cn2c1N(CC)CCOC | 2 | -5
COc1cc(NC(=O)Nc2nc(C(N)Cc3ccc(C(F)(F)F)cc3)cs2)cc(OC)c1OC (stereo not given) | -14 | -29
CC(=O)N1CCCC(C)(C(=O)Nc2ccc3oc(C)nc3c2)C1 (stereo not given) | 5 | 3
Cc1ccc(-c2ccc(CN3C(C(C)C)C(=O)N(Cc4cn(CC5CCCCC5)nn4)CCS3(=O)=O)cc2)cc1 (stereo not given) | 35 | 2
CC(C(=O)OCC(=O)Nc1ccccc1OC(F)F)N1C(=O)C2CC=CCC2C1=O (stereo not given) | -7 | -3
COc1ccc(S(=O)(=O)N2CCC(C(=O)NCCC(=O)NCCc3cccc(F)c3)CC2)cc1 | -2 | 0
